BAZ2B inh: qHTS Assay for Inhibitors of BAZ2B | Bromodomain adjacent to zinc finger domain protein 2B (Homo sapiens), Q9UIF8 | AlphaScreen BAZ2B-H3K14Ac peptide displacement | Potency, µM (series often up to 114 µM), inactives show at the highest dose activity change, negative = inhibition, most hits filed as inhibitors | 4.4% of 360,000 active | AID 504333, 2011; further: nearly all actives have a fitted effect of over 60% in size
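AlphaScreen displacement of biotin-H3(5-23)K14Ac peptide (50 nM final) from BAZ2B (50 nM final) in PBS pH 7.4, 0.01% Tween-20; complex preformed 30 min RT, then compounds (top 110 uM) 30 min RT, beads 20 min dark.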
G9a block: qHTS Assay for Inhibitors of Histone Lysine Methyltransferase G9a. Histone-lysine N-methyltransferase EHMT2 (Homo sapiens), Q96KQ7. G9a H3K9 monomethylation, AlphaScreen, 2 h. Potency, µM (top dose mostly 102 µM), for the others: at the highest dose activity, negative = inhibition, usual class: inhibitors. 8.8% of 350,000 active. AID 504332, 2011; further: nearly all actives have a fitted effect of over 75% in size
Target sequence (Q96KQ7 913-1193 limits assumed): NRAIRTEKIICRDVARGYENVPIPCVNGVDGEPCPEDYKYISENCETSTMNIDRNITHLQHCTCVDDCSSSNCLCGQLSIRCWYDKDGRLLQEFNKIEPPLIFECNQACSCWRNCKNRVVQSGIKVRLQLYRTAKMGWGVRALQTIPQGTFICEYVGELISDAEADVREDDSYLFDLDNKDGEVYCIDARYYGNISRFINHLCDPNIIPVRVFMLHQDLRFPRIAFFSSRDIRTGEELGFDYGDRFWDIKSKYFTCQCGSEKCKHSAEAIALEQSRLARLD
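Methyltransferase reactions run at room temperature for 2 h (20 nM enzyme, 500 nM biotin-H3K9 peptide, 20 uM SAM) after a 15 min compound preincubation; product detected by AlphaScreen beads and anti-H3K9me1 antibody.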
* hit, by the source's call; ? = inconclusive; [ ] = remark or other dose. The call rests on the fitted dose curve; in most records, active means well fitted inhibition curve with a large enough effect; inconclusive means small, poorly fitted or top-dose-only effect; inactive means no such curve, though single readings can be large or run the other way. On the % scale 0 is the no-effect control and ±100 the full control effect; potency means the concentration at half of the fitted maximal effect. Some of the compounds tested. The share of hits here may be higher or lower than overall.

> COc1cc2[nH]c(C(=O)Nc3ccc(F)cc3)cc2c(OC)c1OC
  BAZ2B inh: -18%	G9a block: 8%

> COc1ccc(C(C)N2CC34C=CC(O3)C(C(=O)OCC(C)C)C4C2=O)cc1 (centres undefined)
  BAZ2B inh: -2%	G9a block: 15%[59 µM]

> CCCn1c(SCC(=O)Nc2sc(C)c(C)c2C(=O)OC)nc2c1c(=O)n(C)c(=O)n2C
  BAZ2B inh: -5%	G9a block: -7%[12.7 µM]

> OCCCc1nc2n(n1)C(c1cccs1)C=C(c1ccc(Br)cc1)N2 (centres undefined)
  BAZ2B inh: -10%	G9a block: ?

> CCN(CC)c1ccc(/C=C/c2nc3ccccc3s2)cc1
  BAZ2B inh: -27%	G9a block: 5%

> COc1ccc(C2C(C#N)=C(N)N3C(=C2C#N)Sc2ccccc23)cc1 (centres undefined)
  BAZ2B inh: 0%	G9a block: 6.3µM*

> COc1cc2nc3c4ccccc4n(CC#N)c3nc2cc1OC
  BAZ2B inh: 9%	G9a block: -8%

> CCCNc1ncnc2c1cnn2-c1ccc(OC)cc1
  BAZ2B inh: -1%	G9a block: 7%[59 µM]

> COc1ccc(C(O)c2nc3ccccc3s2)cc1 (centres undefined)
  BAZ2B inh: 4%	G9a block: -11%[59 µM]

> Cc1cc(NC(=O)CSc2nnc3c(C)cc4cc5c(cc4n23)OCO5)no1
  BAZ2B inh: -3%	G9a block: 35µM*

> O=C(CN1CCCN(S(=O)(=O)c2ccc(Br)cc2)CC1)Nc1ccc2c(c1)OCO2
  BAZ2B inh: -34%	G9a block: ?

> O=C1Nc2ccccc2C12Nc1ccccc1S2 (centres undefined)
  BAZ2B inh: 7%	G9a block: ?

> Cc1ccc(-c2nc3ccccc3n3c(C)nnc23)cc1
  BAZ2B inh: 3%	G9a block: -9%

> COc1cc2[nH]c(=S)nc(NC3CCCC3)c2cc1OC
  BAZ2B inh: -35%	G9a block: 32µM*

> Cc1cccc(-n2c(N)cc(=O)nc2SCC(=O)Nc2nnc(CC(C)C)s2)c1
  BAZ2B inh: 4%	G9a block: 11%

> CCOC(=O)N1CCN(C(=O)c2nn(-c3cc(OC)cc(OC)c3)c(=O)c3ccccc23)CC1
  BAZ2B inh: 3%	G9a block: ?

> O=C1Nc2ccc(Br)cc2/C1=C/c1ccc(C(=O)O)cc1
  BAZ2B inh: -23%	G9a block: ?

> COc1cccc(C2/C(=C(\O)c3c(C)nc4c(C)cccn34)C(=O)C(=O)N2CCCN(C)C)c1OC (centres undefined)
  BAZ2B inh: 4%	G9a block: ?

> C=CC[C@@H]1C=C[C@H](O/N=C/[C@@H](NS(=O)(=O)c2ccc(C)cc2)[C@H](C)/C=C/CC(=O)OC)[C@@H](CO)O1
  BAZ2B inh: -1%	G9a block: -8%

> CC(C)c1ccc(/C=C/C(=O)NC2=NCCS2)cc1
  BAZ2B inh: 6%	G9a block: 25%[59 µM]

A second format for part of the listing above.
BAZ2B inh | G9a block | Compound
4% | ? | COc1cccc(C2/C(=C(\O)c3c(C)nc4c(C)cccn34)C(=O)C(=O)N2CCCN(C)C)c1OC (centres undefined)
-35% | 32µM* | COc1cc2[nH]c(=S)nc(NC3CCCC3)c2cc1OC

Following part
> CCN(CC)c1ccc2cc(C(=O)NCc3ccc(F)cc3)c(=N)oc2c1
  BAZ2B inh: 99%[activator]	G9a block: 138%[activator]

> CCN1CCN(C2CC(=O)NC2=O)CC1 (centres undefined)
  BAZ2B inh: 0%	G9a block: -22%

> CCSc1nc(N)c2c3c(sc2n1)CN(C)CC3
  BAZ2B inh: 7%	G9a block: 45µM*

> Cc1conc1NC(c1cccs1)c1ccc2cccnc2c1O (centres undefined)
  BAZ2B inh: 25µM*	G9a block: 28%[2.33 µM]

> Cc1nc2c3c(-c4ccccc4)c(-c4ccccc4)oc3ncn2n1
  BAZ2B inh: -4%	G9a block: -3%

> CN(C)c1nc(N(C)C)nc(N(C#N)CN2C(=O)c3ccccc3C2=O)n1
  BAZ2B inh: -5%	G9a block: -5%

> O=C(NCC(=O)N(c1cccnc1)C(C(=O)NC1CCCC1)c1ccc(F)cc1)c1ccco1 (centres undefined)
  BAZ2B inh: 1%	G9a block: -3%

> CCCCCCN(C(=O)CCCCCN1C(=O)NC(c2cccc([N+](=O)[O-])c2)C(C(=O)OCc2ccccc2)=C1C)C(C(=O)NCCCC)c1ccc(OCC(=O)OC)c(C(=O)OC)c1 (centres undefined)
  BAZ2B inh: -5%	G9a block: 17%[59 µM]

> C#CCOCCOCCOCCNc1nc(N2CCN(C(=O)[C@H]([C@@H](C)CC)n3cc([C@@H](N)CO)nn3)CC2)nc(N2CCN(C(=O)[C@H](Cc3cc4ccccc4[nH]3)n3cc([C@@H](N)C(C)CC)nn3)CC2)n1 (some centres undefined)
  BAZ2B inh: 50µM*	G9a block: ?

> COc1cc2cc(Oc3ccc4ccc(=O)oc4c3)c(=O)oc2cc1OC(=O)C=C(C)C
  BAZ2B inh: -25%	G9a block: 27%[12.7 µM]

Later entries.
Structure	BAZ2B inh	G9a block
Cc1cc(-c2ccccc2)nc(N2CCC(C(=O)NCc3ccccc3Cl)CC2)n1	-2%	-9%[59 µM]
C#CCOCCOCCOCCNc1nc(N2CCN(C(=O)CCCCCCCCCCNC(=O)[C@H](CO)n3cc(CCCCCN)nn3)CC2)nc(N2CCN(C(=O)CCCCCCCCCCNC(=O)[C@H](CCCN=C(N)N)n3cc(C[C@@H](C)CC)nn3)CC2)n1	50µM*	3%[2.33 µM]
COc1ccc(C(=O)NC(=O)COC(=O)c2ccc3ncsc3c2)cc1	56µM*	-22%[59 µM]
CCN(CC)CCCN1C(=O)C(O)=C(C(=O)c2ccc(C)o2)C1c1cccs1 (centres undefined)	-1%	-39%[12.7 µM]
Cc1ccccc1[C@]1(C)ON(c2ccccc2C(F)(F)F)C1=O	95%[activator]	10%[0.501 µM]
COc1ccc2c(c1)C(=O)[C@@H](OC(=O)NCc1ccc3c(c1)OCO3)[C@H](c1ccc(OC)c(Br)c1)O2	-32%	-10%
O=C(NCc1ccco1)c1cccn2c(=O)c3cc4ccccc4cc3nc12	?	?
C/C(CCC(=O)OC[C@H]1O[C@H](C#Cc2ccccc2)C=C[C@@H]1Oc1ccc(C)cc1)=N\OC[C@@H](O)[C@H]1O[C@@H]2OC(C)(C)O[C@@H]2[C@H]1O	-34%	50µM*
O=C(c1ccco1)N1CCN(c2ncnc3c2[nH]c2ccc(Cl)cc23)CC1	5%	?
Cc1ccsc1C1CC(=O)OC2=C1C(=O)CC(C)(C)C2 (centres undefined)	-13%	4%
CCCC(=O)N1CCN(c2ccc(C(=O)c3ccc(OC)c(Br)c3)cc2F)CC1	11%	?
CSCCC(N=Cc1c(O)n(-c2ccc(F)cc2)c(=O)[nH]c1=O)C(=O)O (centres undefined)	?	-26%[59 µM]
CC(=O)c1ccccc1NC(=O)CSc1nnc2ccccn12	10%	-9%
COc1ccc(CN2C(=O)/C(=C/c3ccc(-c4ccc(Cl)c(C(=O)O)c4)o3)SC2=S)cc1	?	32µM*
COc1cc(/C=C(\C#N)c2nc3c(s2)CC(C)CC3)ccc1O (centres undefined)	50µM*	50µM*
Cc1ccc(NC(=O)CN2C(=O)S/C(=C\c3ccc(-c4cccc(C(=O)O)c4C)o3)C2=O)cc1	25µM*	11µM*
CCCCN(C(=O)c1cccc(-n2cccc2)c1)c1c(N)n(Cc2ccccc2)c(=O)[nH]c1=O	45µM*	11%[0.501 µM]
O=C(CN1CCN(CCN2C(=O)c3cccc4cccc(c34)C2=O)CC1)c1ccc(Cl)cc1	-34%	7.9µM*
Brc1ccc(-c2nnc3ccc(Nc4ccccc4)nn23)cc1	1%	?
Cn1c(=O)c2c(nc(N3CCOCC3)n2CC(=O)c2ccccc2)n(C)c1=O	-5%	-3%

Entries of single compounds, quoted from the list. Screens in order: BAZ2B inh	G9a block
OCCCc1nc2n(n1)C(c1cccs1)C=C(c1ccc(Br)cc1)N2 (centres undefined) reads -10%	?
C#CCOCCOCCOCCNc1nc(N2CCN(C(=O)CCCCCCCCCCNC(=O)[C@H](CO)n3cc(CCCCCN)nn3)CC2)nc(N2CCN(C(=O)CCCCCCCCCCNC(=O)[C@H](CCCN=C(N)N)n3cc(C[C@@H](C)CC)nn3)CC2)n1 reads 50µM*	3%[2.33 µM]
Cc1cc(-c2ccccc2)nc(N2CCC(C(=O)NCc3ccccc3Cl)CC2)n1 reads -2%	-9%[59 µM]
CCN(CC)c1ccc(/C=C/c2nc3ccccc3s2)cc1 reads -27%	5%
C=CC[C@@H]1C=C[C@H](O/N=C/[C@@H](NS(=O)(=O)c2ccc(C)cc2)[C@H](C)/C=C/CC(=O)OC)[C@@H](CO)O1 reads -1%	-8%

In the list so far, four contain a COOH group:
Structure	BAZ2B inh	G9a block
O=C1Nc2ccc(Br)cc2/C1=C/c1ccc(C(=O)O)cc1	-23%	?
CSCCC(N=Cc1c(O)n(-c2ccc(F)cc2)c(=O)[nH]c1=O)C(=O)O (centres undefined)	?	-26%[59 µM]
COc1ccc(CN2C(=O)/C(=C/c3ccc(-c4ccc(Cl)c(C(=O)O)c4)o3)SC2=S)cc1	?	32µM*
Cc1ccc(NC(=O)CN2C(=O)S/C(=C\c3ccc(-c4cccc(C(=O)O)c4C)o3)C2=O)cc1	25µM*	11µM*

The main list resumes; the 2 compounds before the break are reprinted first.
Structure	BAZ2B inh	G9a block
Brc1ccc(-c2nnc3ccc(Nc4ccccc4)nn23)cc1	1%	?
Cn1c(=O)c2c(nc(N3CCOCC3)n2CC(=O)c2ccccc2)n(C)c1=O	-5%	-3%
COc1ccc(O[C@H]2C=C[C@@H](c3ccccc3)O[C@@H]2CO/N=C/C[C@@H]2C=C[C@H](OC(C)=O)[C@@H](COC(C)=O)O2)cc1	-22%	?
COc1ccc(/C=N/c2sc3c(c2C#N)CCN(Cc2ccccc2)C3)c(O)c1	-9%	14%[59 µM]
O=c1c2c3nc4ccccc4nc3n(-c3cccc(F)c3)c2ncn1Cc1ccc2c(c1)OCO2	5%	-3%
O=C1CSC(=S)N1/N=C/c1cc(Br)ccc1O	5µM*	10µM*
Oc1c(C(c2cccs2)N2CCN(c3ccccc3)CC2)ccc2cccnc12 (centres undefined)	40µM*	1.3µM*
COc1cc(OC)c(C2CC(=O)N3CN(c4ccccc4C)CSC3=C2C#N)cc1OC (centres undefined)	56µM*	?
COc1cc(N/C=C(\C(C)=O)c2ccccc2)cc(OC)c1	-30%	1%[59 µM]
CCc1ccc(Nc2n[n+](C)c(-c3ccc(C(=O)O)cc3)s2)cc1	-8%	2%[12.7 µM]
CC(=O)OC1=C(C#N)Cn2ccc3cccc1c32	-12%	11µM*
CCCCCCc1cc2cc(C(N)=O)c(=N)oc2cc1O	0%	?
COc1ccccc1N1CCN(C(=O)Cn2nc3n(C)c4ccccc4n3c(=O)c2=O)CC1	-2%	12%
C/C(=N\NC(=O)Cc1c(C)[nH][nH]c1=O)c1ccc2ccccc2c1	-1%	15%
C/C(CCN1CCCCc2nc(C)c(C)cc21)=N\OC[C@@H](O)[C@H]1O[C@@H]2OC(C)(C)O[C@@H]2[C@H]1O	-18%	50µM*
COc1ccc(C(=O)/C=C/Nc2ccc(S(=O)(=O)Nc3ncccn3)cc2)cc1	10%	?
O=C(NCc1cccs1)c1cc(-c2ccncc2)nc2ccc(Br)cc12	?	28%[12.7 µM]
Cc1ccc(C2=[N+]([O-])C3(CCCCC/C3=N\NC(N)=S)N(O)C2(C)C)o1 (centres undefined)	?	?
O=C1C2=C(C(=O)c3ccccc31)C1O[C@](CCCCN3C(=O)c4ccccc4C3=O)(Cc3c1ccc1ccccc31)O2	?	-28%[2.33 µM]
CC(=O)Nc1ccc(S(=O)(=O)Nc2ccc3c(c2)C(=O)OC3)cc1	?	-17%
O=C(c1ccc(CS(=O)(=O)c2ccc(Br)cc2)o1)N1CCN(C2CCCCC2)CC1	8%	?
CC1CN(S(=O)(=O)c2ccc(C(=O)Nc3sc4c(c3C(N)=O)CCN(C)C4)cc2)CC(C)O1 (centres undefined)	-2%	-1%[59 µM]
CC[C@@H]1CC=C[C@H]2[C@H]1C(=O)N(Cc1ccccc1)[C@H]2c1ccc2ccccc2c1	-13%	37%[59 µM]
CCc1ccc(/C=C2/SC(=S)N(CCC(=O)Nc3ccc(C(=O)O)cc3)C2=O)cc1	?	91%
Cc1ccc(-c2nn(-c3ccccc3)c3[nH]c(=O)c(CNCCN(C)C)cc23)cc1	-7%	8%[12.7 µM]
Cc1ccc(Cn2c(SCC(=O)Nc3cccc(C)n3)nc3c2c(=O)n(C)c(=O)n3C)cc1	-7%	-7%[12.7 µM]
COc1cc(OC)cc(C(=O)NCCSCc2ccco2)c1	2%	5%[59 µM]
Cc1sc2nc(-c3ccncc3)[nH]c(=O)c2c1-c1ccccc1	4%	16%[59 µM]
CCCCC(=O)Nc1cccc(C(C)O)c1 (centres undefined)	-3%	1%
CN(C)CCNCCCOc1ccccc1-c1ccccc1	40µM*	8.9µM*
O=C(O)CN1CCNCC1	22%	5%[59 µM]
CCOc1ccc(S(=O)(=O)n2ccnc2C)cc1	-6%	?
Cn1c(=O)c2c(ncn2CC(=O)N/N=C/c2c[nH]c3ccccc23)n(C)c1=O	-36%	?
